Assay outcomes from PubChem BioAssay.
GLP-1R agonist: GLP-1 receptor (human) agonism; P43220; Potency, µM (doses to about 45.6 µM), for the others: at the top dose activation, actives largely listed as activators; 380,000 compounds, 0.007% hits; HEK293 GLP-1R CRE-luciferase, luminescence, 4-6 h; cells express a hypersensitive GLP-1R form; note: potency is the fitted concentration of half-maximal effect; % of control where 0% means no effect
Target sequence (P43220 whole entry, looked up): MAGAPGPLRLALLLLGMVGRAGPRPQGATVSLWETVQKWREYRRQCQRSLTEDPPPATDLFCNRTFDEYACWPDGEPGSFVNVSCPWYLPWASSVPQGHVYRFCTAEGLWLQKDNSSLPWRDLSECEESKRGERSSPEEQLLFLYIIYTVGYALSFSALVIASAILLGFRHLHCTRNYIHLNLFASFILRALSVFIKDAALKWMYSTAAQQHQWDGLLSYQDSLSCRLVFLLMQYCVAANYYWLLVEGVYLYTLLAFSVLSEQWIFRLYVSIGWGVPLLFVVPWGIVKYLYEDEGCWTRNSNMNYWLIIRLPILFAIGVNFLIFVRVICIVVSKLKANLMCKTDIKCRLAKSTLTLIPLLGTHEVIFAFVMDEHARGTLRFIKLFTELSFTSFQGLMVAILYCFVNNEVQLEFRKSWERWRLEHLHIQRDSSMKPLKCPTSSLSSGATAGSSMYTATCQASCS
aSyn yeast inh: alpha-synuclein toxicity inhibition in yeast; Yeast expressing alpha-synuclein, growth rescue, BacTiter-Glo, 24 h; Potency, µM (highest dose often 46.1 µM), for the others: at the highest dose growth rescue (activation), hits mostly activators; 370,000 compounds, 0.14% hits; AID 652106; note: potency is the fitted concentration of half-maximal effect; % of control where 0% means no effect; nearly all actives have a fitted effect of over 65% in size
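Galactose-induced alpha-syn yeast (OD600=0.02, raffinose-pregrown) + pinned cpd, 24 hr, 30 deg C; growth by BacTiter-Glo luminescence. Growth restoration scores as activation.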
GLP-1R inv ag: acts as inverse agonist at human GLP-1 receptor | P43220 | HEK293 GLP-1R CRE-luciferase, luminescence, 24 h; GLP-1R form is constitutively active | Potency, µM (doses to about 38.3 µM), inactives show at the top dose activity change, negative = inhibition, most hits filed as inhibitors | 410,000 compounds, 1.6% hits | AID 624417; note: potency is the fitted concentration of half-maximal effect; % is set by controls: 0 for no effect and ±100 for the full control effect; nearly all actives have a fitted effect of over 55% in size
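Cells are plated, allowed 12 hours at 37 deg C, then treated with compounds for 24 hr before luciferase detection reagent is added and luminescence is read after 12 min at room temperature. The HEK293 line carries constitutively active GLP-1R with a cAMP-responsive reporter.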
TDP43 rescue: TDP-43 toxicity inhibition in yeast; 410,000 compounds, 1.8% hits; AID 652104; TDP-43 expressing yeast growth rescue, BacTiter-Glo, 24 h; Potency, µM (top dose mostly 46.1 µM), for the others: at the top dose growth rescue (activation), usual class: activators; note: potency is the fitted concentration of half-maximal effect; % of control where 0% means no effect; nearly all actives have a fitted effect of over 50% in size
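Cell-based yeast growth screen: TDP-43 expression induced in galactose, inoculum OD600=0.02 after raffinose pregrowth to mid-log. Read-out BacTiter-Glo luminescence at 24 hr, 30 deg C; inhibition of toxicity seen as signal increase.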
D3 antag: D3 dopamine receptor (human) antagonism. 360,000 compounds, 2.5% hits. P35462. AID 652054. D3R cells, DiscoveRx beta-arrestin luminescence, antagonist mode; stronger effect = lower value. max response, negative = inhibition, %; in the data active = max response below about -50%; inconclusive = no clear call, values can overlap the other calls; note: % is set by controls: 0 for no effect and ±100 for the full control effect; mostly tested at two doses, the higher about 12 µM
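Cells expressing the human receptor were seeded at 1500 cells/well, incubated overnight at 37 degrees C in 5% CO2, then exposed to library compounds with dopamine controls for 90 minutes at 37 degrees C before luminescent detection.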
KB-V1 cytotox: KB-V1 MDR subline cytotoxicity. KB-V1 MDR cells viability, CellTiter-Glo, 72 h. Potency, µM (top dose mostly 46.1 µM), for inactives: at the highest dose activity change, negative = cytotoxicity, usual class: cytotoxic. 400,000 compounds, 3.4% hits; note: potency is the fitted concentration of half-maximal effect; % is set by controls: 0 for no effect and ±100 for the full control effect; nearly all actives have a fitted effect of over 60% in size
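In this primary screen, KB-V1 cells overexpressing P-gp are incubated with library compounds (lowest to highest concentration) for 72 h at 37 degrees C before a luminescent ATP viability read.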
PTHR1 ag: PTHR1 (human) receptor agonism; 410,000 compounds, 0.075% hits; HEK293 GP2 PTHR1 cells, GloSensor cAMP luminescence, 1 h; Potency, µM (top dose mostly 115 µM), for the others: at the highest dose activation, hits mostly activators; Q03431; note: potency is the fitted concentration of half-maximal effect; nearly all actives have a fitted effect of over 55% in size; some results filed as inactive show a strong effect at the top dose; inactives centre near -15; many of its hits are not listed in these tables
Target sequence (Q03431 whole entry, looked up): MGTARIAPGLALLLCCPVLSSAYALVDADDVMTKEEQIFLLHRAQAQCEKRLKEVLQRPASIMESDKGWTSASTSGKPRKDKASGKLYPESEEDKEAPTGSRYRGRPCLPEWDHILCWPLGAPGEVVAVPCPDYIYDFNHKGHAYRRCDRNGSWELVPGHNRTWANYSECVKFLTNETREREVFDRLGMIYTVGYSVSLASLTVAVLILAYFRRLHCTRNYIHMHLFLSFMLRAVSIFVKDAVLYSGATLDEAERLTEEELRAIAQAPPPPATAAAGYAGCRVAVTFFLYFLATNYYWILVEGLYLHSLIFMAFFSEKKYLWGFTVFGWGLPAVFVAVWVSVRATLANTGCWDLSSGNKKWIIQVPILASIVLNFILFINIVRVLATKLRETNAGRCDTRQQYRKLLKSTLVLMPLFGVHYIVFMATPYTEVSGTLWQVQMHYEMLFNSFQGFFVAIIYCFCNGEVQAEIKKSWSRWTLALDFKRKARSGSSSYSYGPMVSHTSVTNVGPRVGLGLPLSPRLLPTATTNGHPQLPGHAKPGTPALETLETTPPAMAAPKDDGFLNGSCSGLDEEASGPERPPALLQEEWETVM
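HEK-293-derived GP2 cells expressing PTHR1 and a GloSensor cAMP reporter, 3,000/well, plated overnight, given luciferin plus IBMX (each 0.5 mM as added) for 1 h at 37 °C, then compound for 1 h at 37 °C. Luminescence was read after 15 min at room temperature.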
D3 ag: activates the human D3 dopamine receptor; max activation, %; D3R DiscoveRx beta-arrestin cells, luminescence, 90 min; 410,000 compounds, 0.58% hits; AID 652048; in the data active = max activation above about 30%; note: 0% is about no effect; mostly tested at two doses, the higher about 12 µM
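Cells at 1500/well, incubated overnight, then treated with pinned compounds (dopamine as control) for 90 min at 37 degrees C. DiscoveRx reagent added for 30 - 60 minutes at room temperature; luminescence read.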
HEK293 tox: cytotoxic in the GLP-1 receptor inverse agonist counter-screen. HEK293 cAMP-luciferase reporter cells, luminescence, 24 h. Potency, µM (doses to about 38.3 µM), for inactives: top-dose activity change, negative = inhibition, actives largely listed as inhibitors. 410,000 compounds, 0.13% hits. AID 624418;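 note: loss of luciferase light is scored as toxicity; potency is the fitted concentration of half-maximal effect; % is set by controls: 0 for no effect and ±100 for the full control effect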
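Seeding density was 200 cells/uL; after overnight-length (12 h) culture, 23 nL compounds went on for 24 h at 37 °C. Readout used a luciferase detection reagent, luminescence taken after 12 min at room temperature.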
An asterisk follows results filed as active; & = joins results of further samples; [ ] = dose if it differs, or a comment. Unless noted, calls come from the whole dose curve; as a rule, active = well fitted curve in the direction sought with a large enough effect; inconclusive = small, poorly fitted or top-dose-only effect, or another doubt; inactive = no such curve, though single readings can be large; an effect the other way counts as inactive or inconclusive. Only part of the results is shown (hit frequency here may not be typical).

What do the screens show for `COc1ccc(CCNC(=O)CSC2=Nc3ccccc3C3=NC(C(C)C)C(=O)N23)cc1OC` (stereo not given)?
GLP-1R agonist: 7%; aSyn yeast inh: -1%; GLP-1R inv ag: 29%; TDP43 rescue: 11%; D3 antag: -15; KB-V1 cytotox: 14%; PTHR1 ag: inactive; D3 ag: -6; HEK293 tox: -1%

How did CSc1nc2nccc(-c3ccc(-c4ccccc4)cc3)n2n1 do in these assays?
GLP-1R agonist: 12%; aSyn yeast inh: 6%; GLP-1R inv ag: 4%; TDP43 rescue: 12%; D3 antag: 19; KB-V1 cytotox: -9%; PTHR1 ag: inactive; D3 ag: -2; HEK293 tox: 0%

How did CCOc1ncccc1C(=O)OCC(=O)Nc1cc(S(=O)(=O)N2CCCCC2)ccc1Cl do in these assays?
GLP-1R agonist: 28%; aSyn yeast inh: -1%; GLP-1R inv ag: inconclusive; TDP43 rescue: 0%; D3 antag: 14; KB-V1 cytotox: inconclusive; PTHR1 ag: -30%; D3 ag: 5; HEK293 tox: -6%

How did CCOC(=O)CC(NC(=O)Cn1nnc(-c2ccc(C(F)(F)F)cc2)n1)c1ccc(OC)cc1 (stereo not given) do in these assays?
GLP-1R agonist: -5%; aSyn yeast inh: 2%; GLP-1R inv ag: 7%; TDP43 rescue: 21%; KB-V1 cytotox: inconclusive; PTHR1 ag: -35%[inhibitor]; D3 ag: 7; HEK293 tox: -2%

What do the screens show for `CCc1ccc2c(c1)C1(NN=C(c3ccccc3)S1)C(=O)N2` (stereo not given)?
GLP-1R agonist: 3%; aSyn yeast inh: -42%[inhibitor]; GLP-1R inv ag: inconclusive; TDP43 rescue: -83%[inhibitor]; D3 antag: -61*; KB-V1 cytotox: 0%; PTHR1 ag: inactive; D3 ag: -2; HEK293 tox: -6%

What do the screens show for `CCCn1c(SCC(=O)N(C)C2CCCCC2)n[nH]c1=O`?
GLP-1R agonist: 3%; aSyn yeast inh: -3%; GLP-1R inv ag: 0%; TDP43 rescue: 5%; D3 antag: 0; KB-V1 cytotox: 13%; PTHR1 ag: inactive; D3 ag: 0; HEK293 tox: -8%

What do the screens show for `COc1ccccc1NC(=O)CSc1nc2ccccc2c(=O)n1CCC(=O)NC1CCCCC1`?
GLP-1R inv ag: 3%; TDP43 rescue: 12%; KB-V1 cytotox: -5%; PTHR1 ag: inactive; D3 ag: -11; HEK293 tox: 3%

How did CC1=C(c2ccccc2)C(O)(c2ccccc2)C(C)C1=O (stereo not given) do in these assays?
GLP-1R agonist: 10%; aSyn yeast inh: 6%; GLP-1R inv ag: inconclusive; TDP43 rescue: -9%; D3 antag: -7; KB-V1 cytotox: inconclusive; PTHR1 ag: -4%; D3 ag: 1; HEK293 tox: -9%

Results for CN1CCN(c2ccccc2NC(=O)c2cccc(OCc3ccccc3)c2)CC1 ?
GLP-1R agonist: -1%; aSyn yeast inh: 6%; GLP-1R inv ag: inconclusive; TDP43 rescue: -11%; D3 antag: -29; KB-V1 cytotox: -6%; PTHR1 ag: -6%[57.5 µM]; D3 ag: -30; HEK293 tox: -27%

What do the screens show for `COC(=O)c1ccccc1NC(=O)Nc1cc(C)ccn1`?
GLP-1R agonist: 7%; aSyn yeast inh: -8%; GLP-1R inv ag: 5%; TDP43 rescue: -8%; D3 antag: 4; KB-V1 cytotox: -2%; PTHR1 ag: -24%; D3 ag: -1; HEK293 tox: -3%

What do the screens show for `NCCCC[C@H]1CN=C(N)N1CCc1cccc2ccccc12`?
GLP-1R agonist: 6%; aSyn yeast inh: 5%; GLP-1R inv ag: -14%; TDP43 rescue: 5%; D3 antag: -3; KB-V1 cytotox: 0%; PTHR1 ag: -18%; D3 ag: -12; HEK293 tox: 20%

How did COc1cccc(OC)c1C(=O)NC(=S)Nc1ccc2c(c1)C(=O)N(C)C2=O do in these assays?
GLP-1R agonist: 10%; aSyn yeast inh: -5%; GLP-1R inv ag: 17%; TDP43 rescue: -25%; D3 antag: -4; KB-V1 cytotox: -8%; PTHR1 ag: -3%; D3 ag: -5; HEK293 tox: 7%

What do the screens show for `CSc1ccc(CNc2ccc(Cl)cc2)cc1`?
GLP-1R agonist: 14%; aSyn yeast inh: -8%; GLP-1R inv ag: -14%; TDP43 rescue: -8%; D3 antag: -15; KB-V1 cytotox: 13%; PTHR1 ag: 16%[57.5 µM]; D3 ag: -6; HEK293 tox: 14%

Results for CCOc1ccc(Nc2c(S(=O)(=O)c3ccc(C)cc3)cnc3cc(OC)c(OC)cc23)cc1 ?
GLP-1R inv ag: inconclusive; TDP43 rescue: 0%; KB-V1 cytotox: inconclusive; PTHR1 ag: inactive; D3 ag: 1; HEK293 tox: -20%

What do the screens show for `Cn1c(=O)c(C(=O)NNC(=O)c2ccccc2F)c(O)c2ccccc21`?
GLP-1R agonist: 0%; aSyn yeast inh: 4%; GLP-1R inv ag: inconclusive; TDP43 rescue: -61%[inhibitor]; D3 antag: 7; KB-V1 cytotox: inconclusive; PTHR1 ag: -15%; D3 ag: 3; HEK293 tox: -8%

How did Cc1ccc(S(=O)(=O)NCC(=O)Nc2cccc([N+](=O)[O-])c2)cc1 do in these assays?
GLP-1R agonist: 3%; aSyn yeast inh: 0%; GLP-1R inv ag: -13%; TDP43 rescue: 6%; D3 antag: 2; KB-V1 cytotox: inconclusive; PTHR1 ag: inactive; D3 ag: -10; HEK293 tox: 2%

Results for Cc1ccc(Cc2nc3ccccc3nc2SCC(=O)Nc2cccc(C(F)(F)F)c2)cc1 ?
GLP-1R agonist: 0%; GLP-1R inv ag: -5%; TDP43 rescue: 17%; KB-V1 cytotox: 0%; PTHR1 ag: -21%; D3 ag: 5; HEK293 tox: -17%

What do the screens show for `Cn1c(/C=N/NC(=O)c2ccccc2Br)nc2ccccc21`?
GLP-1R agonist: 3%; aSyn yeast inh: inconclusive; GLP-1R inv ag: 2%; TDP43 rescue: -17%; D3 antag: 8; KB-V1 cytotox: inconclusive; PTHR1 ag: -26%; D3 ag: 10; HEK293 tox: -3%

Results for C[C@H](CO)N1C[C@H](C)[C@H](CN(C)C(=O)C2CC2)OCc2cnnn2CCCC1=O ?
GLP-1R agonist: 12%; aSyn yeast inh: 1%; GLP-1R inv ag: 15%; TDP43 rescue: 0%; D3 antag: 3; KB-V1 cytotox: 0%; PTHR1 ag: -17%; D3 ag: 1; HEK293 tox: -2%

What do the screens show for `Fc1ccc(-c2noc3ncnc(NCC4CCN(Cc5ccc(Cl)cc5)CC4)c23)cc1`?
GLP-1R inv ag: inconclusive; TDP43 rescue: -7%; KB-V1 cytotox: -3%; PTHR1 ag: 0%; D3 ag: -24; HEK293 tox: inconclusive

Results for O=C1CN(C(=O)c2ccco2)c2ccccc2N1 ?
GLP-1R agonist: -2%; aSyn yeast inh: 6%; GLP-1R inv ag: 1%; TDP43 rescue: 10%; D3 antag: -1; KB-V1 cytotox: 0%; PTHR1 ag: inactive; D3 ag: -7; HEK293 tox: -19%

How did COC(=O)c1[nH]c2ccccc2c1NC(=O)c1ccccc1F do in these assays?
GLP-1R agonist: -1%; aSyn yeast inh: -5%; GLP-1R inv ag: inconclusive; TDP43 rescue: 3%; D3 antag: -8; KB-V1 cytotox: -19%; PTHR1 ag: -25%; D3 ag: -7; HEK293 tox: 0%

What do the screens show for `COc1ccc(/C=N/NC(=O)C2CC2)c(OC)c1OC`?
GLP-1R agonist: 0%; aSyn yeast inh: 1%; GLP-1R inv ag: 20%; TDP43 rescue: 9%; D3 antag: -3; KB-V1 cytotox: 3%; PTHR1 ag: inactive; D3 ag: -4; HEK293 tox: -3%

How did COc1cc(C(O)C(=O)O)ccc1O (stereo not given) do in these assays?
GLP-1R agonist: -6%; aSyn yeast inh: -8%&3%; GLP-1R inv ag: 5%; TDP43 rescue: 43%; D3 antag: 8; KB-V1 cytotox: 13%; PTHR1 ag: -25%; D3 ag: 10; HEK293 tox: 2%

What do the screens show for `COc1cc(=O)[nH]c(SC(C)C(=O)Nc2nc3c(s2)CCCC3)n1` (stereo not given)?
GLP-1R agonist: -1%; aSyn yeast inh: -3%; GLP-1R inv ag: 5%; TDP43 rescue: 8%; D3 antag: 16; KB-V1 cytotox: 4%; PTHR1 ag: inactive; D3 ag: 22; HEK293 tox: 3%

How did CCCCn1c(N)c(N(C)C(=O)c2cc3c(s2)CCCCC3)c(=O)[nH]c1=O do in these assays?
GLP-1R agonist: 4%; aSyn yeast inh: 2%; GLP-1R inv ag: -6%; TDP43 rescue: 24%; D3 antag: 1; KB-V1 cytotox: inconclusive; PTHR1 ag: -5%; D3 ag: 4; HEK293 tox: -2%

A draw from above in order of SMILES length, highest first.
How did COC(=O)c1[nH]c2ccccc2c1NC(=O)c1ccccc1F do in these assays?
GLP-1R agonist: -1%; aSyn yeast inh: -5%; GLP-1R inv ag: inconclusive; TDP43 rescue: 3%; D3 antag: -8; KB-V1 cytotox: -19%; PTHR1 ag: -25%; D3 ag: -7; HEK293 tox: 0%

What do the screens show for `COc1ccc(/C=N/NC(=O)C2CC2)c(OC)c1OC`?
GLP-1R agonist: 0%; aSyn yeast inh: 1%; GLP-1R inv ag: 20%; TDP43 rescue: 9%; D3 antag: -3; KB-V1 cytotox: 3%; PTHR1 ag: inactive; D3 ag: -4; HEK293 tox: -3%

Results for O=C1CN(C(=O)c2ccco2)c2ccccc2N1 ?
GLP-1R agonist: -2%; aSyn yeast inh: 6%; GLP-1R inv ag: 1%; TDP43 rescue: 10%; D3 antag: -1; KB-V1 cytotox: 0%; PTHR1 ag: inactive; D3 ag: -7; HEK293 tox: -19%
